ARFGAP1 inh: inhibitors of rat ARFGAP1 GAP activity, primary screen, biochemical, fluorescence polarization, GDP tracer; inhibition, % at 16.5 µM; Arfgap1-stimulated ARF1 GTP hydrolysis, GDP FP detection; ADP-ribosylation factor GTPase-activating protein 1 (Rattus norvegicus), Q62848; 360,000 tested, 0.26% active; AID 651572, 2012;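 active = inhibition above a per-plate limit, mean inhibition of low control wells plus 3 SD, cut at about 25% in these data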;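 also: 0% = DMSO wells with enzyme and 100% = wells lacking Arfgap1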
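system = rat Arfgap1 catalytic domain, aa 1-136 | technique = FP, GDP Alexa 633 tracer displaced from anti-GDP antibody, 620/688 nm | compound = one concentration, 16.5 µM, DMSO 1.26% | medium = HEPES-based buffer, pH 7.5 | timing = compound-enzyme preincubation 20 min, reaction 120 min, detection 60 min, 25 °C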
PG9 Ab binder: binders of HIV-1 gp120 antibody PG9, primary screen, biochemical, TR-FRET; inhibition, % at 6.7 µM; TR-FRET gp120-PG9 antibody binding; 360,000 tested, 0.43% active; HIV-1 gp120 / PG9 antibody interaction; in the data active = inhibition above about 8.5%
NPR1 activator: GC-A stimulated cGMP production enhancers – HEK293 GC-A cells, cGMP TR-FRET, EC30 ANP, primary screen | 0% at EC30 ANP, 100% saturating ANP | activation, % at 10 µM | 370,000 tested, 0.14% active | AID 1671463, 2021; in the data active = activation above about 40%
Target sequence (P16066 whole entry, looked up): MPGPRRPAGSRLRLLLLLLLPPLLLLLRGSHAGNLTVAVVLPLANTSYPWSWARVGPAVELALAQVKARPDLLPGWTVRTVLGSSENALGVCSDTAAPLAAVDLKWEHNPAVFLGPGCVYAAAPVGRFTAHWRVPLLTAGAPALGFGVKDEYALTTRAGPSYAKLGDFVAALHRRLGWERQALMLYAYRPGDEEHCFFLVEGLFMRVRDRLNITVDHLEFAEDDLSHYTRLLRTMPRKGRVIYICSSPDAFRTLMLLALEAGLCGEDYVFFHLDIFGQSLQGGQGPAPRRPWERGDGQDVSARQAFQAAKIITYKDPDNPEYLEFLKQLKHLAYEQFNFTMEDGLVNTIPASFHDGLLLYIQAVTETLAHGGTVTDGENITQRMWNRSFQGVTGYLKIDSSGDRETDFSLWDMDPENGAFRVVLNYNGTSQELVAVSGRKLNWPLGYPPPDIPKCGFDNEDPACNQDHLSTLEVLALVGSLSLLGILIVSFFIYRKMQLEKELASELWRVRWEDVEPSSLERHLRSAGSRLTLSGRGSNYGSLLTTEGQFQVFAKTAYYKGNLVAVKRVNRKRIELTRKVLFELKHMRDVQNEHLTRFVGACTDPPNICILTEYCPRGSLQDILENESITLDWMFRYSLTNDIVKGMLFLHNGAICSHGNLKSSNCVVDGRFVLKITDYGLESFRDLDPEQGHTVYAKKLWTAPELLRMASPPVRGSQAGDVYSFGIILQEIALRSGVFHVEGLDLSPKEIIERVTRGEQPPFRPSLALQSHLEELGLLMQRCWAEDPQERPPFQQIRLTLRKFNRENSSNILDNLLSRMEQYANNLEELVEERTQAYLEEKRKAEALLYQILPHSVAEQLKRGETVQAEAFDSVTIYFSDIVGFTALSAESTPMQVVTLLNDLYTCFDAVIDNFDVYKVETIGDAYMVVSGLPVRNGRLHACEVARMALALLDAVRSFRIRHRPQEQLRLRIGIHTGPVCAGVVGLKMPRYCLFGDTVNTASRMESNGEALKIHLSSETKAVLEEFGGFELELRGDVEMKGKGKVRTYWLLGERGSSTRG
HTRA1 inhibitor: HTRA1 serine protease inhibitors, primary screen, biochemical, fluorescence polarization, HTS; Q92743; recombinant HTRA1, FP-rhodamine activity-based probe; inhibition, % at 5.96 µM; 340,000 tested, 0.5% active; in the data active = inhibition above about 36%;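 also: 0% = enzyme with DMSO and 100% = wells lacking enzyme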
mABHD4 FP: ABHD4 inhibitors, primary screen, biochemical, fluorescence polarization, mouse. purified mABHD4, FP-Rh probe fluorescence polarization. (Lyso)-N-acylphosphatidylethanolamine lipase (Mus musculus), Q8VD66. 370,000 tested, 0.54% active. AID 720543, 2013. inhibition, % at 8.92 µM;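 active = inhibition exceeding the mean over every tested compound plus 3 SD, cut at about 30% in these data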;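 also: 0% = plate median of compound wells and 100% = S159A mutant with DMSO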
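Test system: mouse ABHD4 enzyme, wild type. Reagent: FP-Rh fluorescent activity-based probe, added after compound pre-incubation. Timing: pre-incubation 45 min, probe exposure 60 min, at 25 °C. Technique: FP readout, ex 525 nm / em 598 nm. Benchmarks: high control S159A mutant with DMSO, low control median of compound wells.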
GC-B act: human GC-B receptor activators, primary screen, HEK293 GC-B cells, cGMP TR-FRET, EC30 CNP; 0% at EC30 CNP, 100% saturating CNP; Atrial natriuretic peptide receptor 2 (Homo sapiens), P20594; activation, % at 10 µM; 370,000 tested, 0.11% active;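 active = activation at 10 µM reaching about 35% in either raw or pattern-adjusted values, limit read from the data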
rCAG RNA binder: binders of r(CAG) RNA repeats, primary screen, biochemical, fluorescence. 370,000 tested, 1.3% active. inhibition, % at 3 µM. r(CAG) RNA repeat, TO-PRO-1 dye displacement fluorescence;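 active = inhibition above the plate cutoff, the mean of all test compounds on that plate plus 3 SD, cut at about 35% in these data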;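 also: 0% = DMSO alone and 100% = 100 µM mitoxantrone as full dye displacement; higher means more dye released from RNA so lower well fluorescence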
ASAP1 inh: inhibitors of human ASAP1 ArfGAP activity, primary screen, biochemical, fluorescence polarization; Arf-GAP with SH3 domain, ANK repeat and PH domain-containing protein 1 (Homo sapiens), …; ASAP1-stimulated ARF1 GTP hydrolysis, GDP FP detection; inhibition, % at 16.5 µM; 360,000 tested, 0.19% active; in the data active = inhibition above about 25%;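 also: 0% = vehicle with enzyme and substrate and 100% = no enzyme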
Rev-erbA mod: modulators of Rev-erb alpha DNA binding, primary screen, biochemical, FITC-DNA, fluorescence polarization, uHTS; Nuclear receptor subfamily 1 group D member 1 (Homo sapiens), P20393; Rev-erbα–FITC-DNA binding, 90 min; activity, % at 10 µM; 370,000 tested, 0.79% active; AID 1259318, 2017;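 active = activity above about 14%, limit read from the data; passing the limit was not always enough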;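 also: 0% = DMSO wells with 35 nM protein and 100% = DMSO wells with 750 nM protein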
SMARCA2 activ: SMARCA2 (BRM) function activators, primary screen, cell-based, luminescence, high throughput; MG213 cells, MMTV-luciferase reporter, dexamethasone, overnight; activation, % at 9.1 µM; 370,000 tested, 1% active; in the data active = activation above about 7.8%;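 also: 0% = vehicle wells and 100% = reference activator wells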
Starred values were filed as active, the others as inactive; / = not tested or not shown; & = joins results of further samples.

SMILES | ARFGAP1 inh | PG9 Ab binder | NPR1 activator | HTRA1 inhibitor | mABHD4 FP | GC-B act | rCAG RNA binder | ASAP1 inh | Rev-erbA mod | SMARCA2 activ
Cc1noc(NS(=O)(=O)c2ccc(NC(=O)CSc3n[nH]c(-c4ccccc4)n3)cc2)c1C | 6 | 0.0 | 3 | -4 | -5 | -4 | 34 | 0 | 3 | 0
CN[C@H]1CC[C@@H](c2ccc(Cl)c(Cl)c2)c2ccccc21 | 3&2 | 1.3&-0.2 | -30&-30 | 16&18 | 11&14 | -18&-21 | 14&14 | 4&4 | -3&-5&4 | 2&2
COc1ccc(Nc2nc(-c3ccc(OC)cc3)cs2)cc1 | 0 | -0.3 | -4 | 8 | 1 | 1 | 3 | 0 | 4 | 0
O=C(CCc1c[nH]c2ccccc12)NCC1CCCO1 (configuration not stated) | -10 | 2.2 | 1 | 3 | 3 | -3 | -1 | -7 | 4 | 2
CCc1nnc(N/N=C/c2cccs2)n1N | 3 | -3.7 | -2 | 1 | 2 | -3 | -1 | 3 | 5 | -5
O=C1S/C(=C\c2ccc(N3CCOCC3)o2)C(=O)N1Cc1c(F)cccc1Cl | 21 | 0.4 | / | 5 | 13 | / | 19 | -8 | / | -2
COc1ccc(NN=Nc2nc3c([nH]2)c(=O)n(C)c(=O)n3C)cc1 | 3 | 2.8 | -4 | 5 | 0 | -14 | 5 | -4 | 6 | -4
O=C(OCC(=O)N1CCCC1)c1ccccc1O | 3 | -3.3 | 3 | -8 | -8 | 3 | 3 | 6 | 3 | 8
O=C(Cn1cnc2c(nnn2Cc2ccc(F)cc2)c1=O)NCc1ccccc1 | 2 | 0.6 | 2 | 6 | 2 | 5 | -1 | -15 | -7 | -3
COc1ccc(NC(=O)c2cc3cc(OC)ccc3oc2=N)cc1 | 4 | 0.5 | 6 | 0 | 3 | 2 | -3 | 21 | -1 | -2
O=C(NCC1CCCO1)c1ccc([N+](=O)[O-])o1 (configuration not stated) | 9 | -3.5 | 3 | 6 | -1 | -1 | 0 | 19 | -3 | 0
Cc1[nH]c(=O)[nH]c(=O)c1NC(=O)c1ccc(OC(C)C)cc1 | 2 | -0.8 | 2 | 2 | 0 | -1 | 2 | 2 | -2 | -2
C[C@@H]1CN([C@@H](C)CO)C(=O)CCCn2cc(nn2)CO[C@H]1CN(C)C(=O)NC1CCCCC1 | 0 | -1.0 | 0 | / | 2 | 0 | 0 | -10 | 2 | -2
CCOC(=O)c1c(C)oc2c(CN3CCN(C)CC3)c(Br)c(OC)c(O)c12 | 3 | 1.0 | -1 | 3 | -5 | -5 | -5 | -1 | -8 | -4
O=S(=O)(Nc1ccc(Br)cc1)c1cccc2nonc12 | -6 | 1.2 | 2 | -2 | 0 | 1 | 1 | -5 | -1 | -1
N#C/C(=C(/O)c1cccs1)c1nnc2n1CCCCC2 | 9 | -1.6 | 3 | -2 | 6 | 6 | 8 | 10 | -1 | 0
Cc1cc(C)cc(OCC(=O)OCC(=O)NCc2ccco2)c1 | 5 | 0.1 | -2 | 8 | -1 | -12 | -3 | 3 | -8 | -2
CSCC[C@H](NC(=O)CC(C)(C)C)c1nc2ccccc2[nH]1 | -4 | -0.8 | -8 | -5 | 0 | 7 | -1 | -6 | -4 | 0
COC(=O)[C@@H](NC(=O)NCc1ccco1)C(C)C | 1 | 1.5 | 3 | -1 | 2 | 3 | -3 | -5 | 5 | 0
CCOC(=O)c1[nH]ncc1CN1CCCC(C(=O)c2cccc(OC(C)C)c2)C1 (configuration not stated) | -2 | -3.6 | -5 | 1 | -7 | 0 | -7 | 5 | 0 | -2

Structural class: the entries above containing bromine
SMILES | ARFGAP1 inh | PG9 Ab binder | NPR1 activator | HTRA1 inhibitor | mABHD4 FP | GC-B act | rCAG RNA binder | ASAP1 inh | Rev-erbA mod | SMARCA2 activ
CCOC(=O)c1c(C)oc2c(CN3CCN(C)CC3)c(Br)c(OC)c(O)c12 | 3 | 1.0 | -1 | 3 | -5 | -5 | -5 | -1 | -8 | -4
O=S(=O)(Nc1ccc(Br)cc1)c1cccc2nonc12 | -6 | 1.2 | 2 | -2 | 0 | 1 | 1 | -5 | -1 | -1

(cont.)
SMILES | ARFGAP1 inh | PG9 Ab binder | NPR1 activator | HTRA1 inhibitor | mABHD4 FP | GC-B act | rCAG RNA binder | ASAP1 inh | Rev-erbA mod | SMARCA2 activ
O=C(COC(=O)c1ccccn1)Nc1ccccc1OC(F)F | -1 | -1.5 | -3 | 4 | -1 | -2 | -1 | -2 | 7 | -3
COc1ccc(CCn2c(=N)c(C(=O)NC3CCCC3)cc3c(=O)n4ccccc4nc32)cc1OC | 6 | 0.1 | 5 | 0 | 1 | 3 | 2 | 7 | -4 | 0
Cc1c2cccn2cc[n+]1C | 10 | -0.2 | -1 | 5 | 1 | 2 | 1 | 5 | 0 | 1
CCCCOc1ccc(-c2nc(/C=N/c3nccs3)c(O)o2)cc1 | 13 | 1.4 | 1 | 5 | 1 | -4 | 7 | 8 | 2 | -1
O=C(Nc1nnc(S(=O)(=O)N2CCCCCC2)s1)c1ccccc1Br | -1 | 0.1 | 1 | -1 | -4 | 3 | 29 | -7 | -9 | -3
O=C(O)COc1ccccc1/C=N/NC(=O)c1cc2ccccc2cc1O | -5 | -1.7 | 4 | 14 | 37* | 4 | 21 | -10 | 4 | 1
CCC(C)(C)NC(=O)/C=C/c1ccc(OC)c(S(=O)(=O)N2CCOCC2)c1 | 2 | -3.0 | -1 | 2 | -2 | -1 | -1 | -8 | 5 | -2
O=C(NCC(=O)N(Cc1ccco1)C(C(=O)NC1CCCC1)c1cccnc1)c1cccs1 (configuration not stated) | -5 | -1.4 | -1 | -7 | 8 | -2 | -1 | 5 | 1 | 4
CC(=O)c1cccc(NC(=O)NCc2cccs2)c1 | 9 | 1.1 | 4 | -7 | -5 | 2 | -3 | -4 | 0 | 2
CCN(CC)Cc1c(O)ccc2c(=O)c(Oc3ccccc3OC)c(C)oc12 | -8 | -0.9 | 5 | -1 | -4 | 2 | 0 | -3 | -6 | -2
Cc1ccc(NC(=O)C2(C)CCN2Cc2ccccc2OC(F)F)cc1 (configuration not stated) | -3 | -3.1 | 1 | / | -14 | 2 | 1 | 5 | 6 | -2
CCOC(=O)C1=C(CN2CCCCCC2)NC(=O)NC1c1ccc2c(c1)OCO2 (configuration not stated) | -10 | -1.8 | -12 | -5 | 0 | -1 | -8 | -1 | -6 | -5
C=C(C)c1cccc(C(C)(C)NC(=O)Nc2ccc3[nH]c(=O)[nH]c3c2)c1 | 0 | -0.1 | -2 | 5 | 3 | 2 | 4 | -8 | -4 | 1
Cc1ccc(C2C(C#N)=C(N)Oc3n[nH]c(-c4cccnc4)c32)o1 (configuration not stated) | 9 | -2.6 | -10 | 0 | 1 | -1 | 1 | -5 | 3 | 0
Cc1cc(NC(=O)NN2CCOCC2)nn1-c1c(Cl)cccc1Cl | 17 | 0.2 | 1 | 1 | -6 | 3 | -3 | 5 | 1 | -2
CC(C)(C)CC(C)(C)NC(=O)CSCC(=O)Nc1ccc2ccccc2c1 | 8 | -0.6 | -3 | -63 | -22 | -7 | -3 | 6 | 1 | -4
Cc1ccc(S(=O)(=O)N(C)C)cc1NC(=O)COC(=O)C1CC1 | 6 | 0.3 | 2 | 6 | 8 | 5 | 4 | -2 | 0 | -2
CC(O)CNc1cc(N)c([N+](=O)[O-])cc1[N+](=O)[O-] (configuration not stated) | -7 | 0.1 | 2 | -3 | 11 | -6 | -1 | -5 | 4 | -1
COC(=O)c1c(NC(=O)c2ccoc2C)sc2c1CCC2 | -14 | 2.4 | -4 | -7 | 2 | -8 | 9 | 12 | 3 | 1
CCCCC(NC(=O)Cc1c(C)c2cc3c(C)c(C)oc3c(C)c2oc1=O)C(=O)O (configuration not stated) | -1 | 0.8 | -2 | 4 | -10 | 3 | 38* | 12 | -5 | 4
COc1cc(NC(=S)NC(=O)c2cccs2)ccc1NC(=O)C(C)C | 6 | -1.2 | -2 | -7 | -5 | 0 | -3 | 12 | -2 | -1
O=C(c1ccc(F)cc1)N1CCN2C(=O)c3ccccc3C12c1ccccc1 (configuration not stated) | -3 | -1.2 | -4 | 3 | 4 | 4 | -4 | 2 | -4 | 7
Cc1onc(-c2c(F)cccc2Cl)c1C(=O)OCC(=O)NCc1ccccc1 | -5 | 0.0 | -3 | 7 | 1 | -1 | 5 | 4 | -8 | -4
O=C(CC(Sc1ccccc1)c1cccs1)c1ccco1 (configuration not stated) | 1 | -0.9 | -6 | -12 | 2 | -4 | -3 | 5 | 13 | 3
CN(C)CC(O)COc1cccc(OCC(O)CN(C)C)c1 (configuration not stated) | 2 | 0.6 | 2 | -1 | 1 | 5 | -4 | -13 | -10 | -2
Cc1ccc(-c2ccc(S(=O)(=O)N3CC(C)OC(C)C3)cc2)cc1 (configuration not stated) | 0 | 0.7 | 2 | 0 | 6 | 0 | -1 | -20 | 3 | -1
Cc1cc(N=CC2=C(O)CCCC2=O)no1 | -5 | 1.3 | 2 | 2 | 2 | -2 | 1 | 13 | -1 | 1
O=C(Cn1cc(SCc2ccccc2Cl)c2ccccc21)N1CCOCC1 | 7 | -1.6 | -2 | -5 | -4 | 2 | -3 | 10 | -4 | 3
O=C(NCc1ccc(F)c(F)c1)C1CCC(=O)N(CCc2ccccc2)C1 (configuration not stated) | 8 | 0.7 | -3 | -3 | 3 | 1 | -4 | 9 | -3 | -2
COc1ccc(C(=O)CCc2nc3ccccc3s2)cc1 | 7 | -0.1 | 1 | -4 | -7 | 1 | -1 | 7 | 1 | -1
O=C(COC(=O)/C=C/c1cccc(C(F)(F)F)c1)NCc1ccco1 | 11 | 0.0 | -1 | 2 | 0 | -2 | -4 | -8 | 6 | -1
Cn1c(N)c(C(=O)COC(=O)Cn2cc(C(F)(F)F)ccc2=O)c(=O)n(C)c1=O | 2 | -0.1 | 1 | 3 | -5 | 1 | 2 | 13 | -10 | 0
Cc1[nH]c(C(=O)O)c(C)c1C(=O)OC(C)C | 6 | 0.3 | 1 | 2 | 2 | 7 | 2 | 1 | 2 | -3

Three structures out of the list, sorted by length of the SMILES, largest number first:
SMILES | ARFGAP1 inh | PG9 Ab binder | NPR1 activator | HTRA1 inhibitor | mABHD4 FP | GC-B act | rCAG RNA binder | ASAP1 inh | Rev-erbA mod | SMARCA2 activ
Cc1onc(-c2c(F)cccc2Cl)c1C(=O)OCC(=O)NCc1ccccc1 | -5 | 0.0 | -3 | 7 | 1 | -1 | 5 | 4 | -8 | -4
Cc1[nH]c(C(=O)O)c(C)c1C(=O)OC(C)C | 6 | 0.3 | 1 | 2 | 2 | 7 | 2 | 1 | 2 | -3
Cc1cc(N=CC2=C(O)CCCC2=O)no1 | -5 | 1.3 | 2 | 2 | 2 | -2 | 1 | 13 | -1 | 1

Screening results as filed in PubChem.
